From PubChem BioAssay
hERG protect: hERG (human) protection from proarrhythmic block | CHO-hERG, FluxOR thallium flux, dofetilide IC70 present | activation (rescue from dofetilide block), less the hit threshold, % at 10 µM | actives 0.51% (n = 310,000) | AID 1511;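 active = activation above the mean of controls blocked by dofetilide plus 5 SD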;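 also: thallium influx through hERG after potassium depolarization seen as dye fluorescence rise; in these data hits start at about 4.7%; inactives centre near -7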
KCNK3 block: human KCNK3 channel inhibition, primary screen | O14649 | CHO-KCNK3 thallium flux, FluxOR fluorescence; active compounds read low | B-score at 10 µM | actives 0.84% (n = 340,000);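 active = B-score under library mean minus 4 SD, starting fluorescence ratio at most library mean plus 5 SD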;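 also: more negative B-score means stronger inhibition of thallium flux through KCNK3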
TMEM16A act: activates or potentiates the mouse TMEM16A chloride channel | HEK293 TMEM16A/YFP-H148Q/I152L, iodide quench fluorescence; active compounds read low | B-score at 10 µM | actives 0.3% (n = 340,000) | AID 623877;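 active = fluorescence-ratio B-score plate-corrected deviation score at least 3 library SD below zero, with starting fluorescence score within 5 deviations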;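 also: channel opened by trigger with iodide after compound preincubation; score built on the fluorescence ratio of max minus min over baseline; more negative score means more quench and so TMEM16A activation or potentiation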
RGS4 block: inhibitors of human RGS4. P49798. HEK293 M3R/RGS4 inducible, Fluo-4 calcium flux; active compounds read high; triggered by carbachol at its EC20. actives 0.45% (n = 310,000). B-score at 10 µM;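 active = B-score, a plate-corrected calcium signal, over three deviations above library mean, with baseline fluorescence within five deviations of library mean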;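 also: RGS4 expression induced by doxycycline in cells with stable M3 receptor; B-score is computed from the integrated fluorescence ratio over baseline after carbachol; higher B-score means a larger calcium signal and so more RGS4 inhibition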
Target sequence (P49798 whole entry, looked up): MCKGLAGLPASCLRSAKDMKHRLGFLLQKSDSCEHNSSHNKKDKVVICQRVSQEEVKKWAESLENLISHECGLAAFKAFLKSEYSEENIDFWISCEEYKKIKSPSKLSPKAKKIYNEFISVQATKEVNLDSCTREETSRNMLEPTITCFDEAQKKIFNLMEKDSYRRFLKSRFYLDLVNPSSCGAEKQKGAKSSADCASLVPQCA
RGS4 act: potentiators or activators of RGS4 | B-score at 10 µM | AID 463111 | HEK293 M3R/inducible RGS4, carbachol calcium flux Fluo4; active compounds read low | actives 0.92% (n = 310,000);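 active = B-score of the integrated calcium signal more than 4 SD below the library mean, with starting fluorescence not abnormally high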;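 also: negative B-score means reduced calcium response which marks RGS4 activation or potentiation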
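Reagent: ECmax carbachol challenge; Test system: M3R-expressing HEK293 line, RGS4 induced by doxycycline; Schedule: overnight RGS4 induction, 30 min dye load 37 °C, 20 min compound RT; Detection: calcium dye Fluo4 fluorescence; Read-out: Agonist-evoked peak-minus-minimum fluorescence over baseline, integrated ratio, B score.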
ANO1 block: inhibitors of mouse TMEM16A calcium-activated chloride channel; Q8BHY3; HEK293 TMEM16A/YFP iodide influx fluorescence, ionomycin; normalized B-score (activity score, 25-100; higher = stronger inhibition) at 10 µM; actives 1.2% (n = 310,000); AID 588511;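 active = ratio plate-corrected score three or more library SD toward inhibition, starting fluorescence score within five deviations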;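 also: score derived from kinetic fluorescence span divided by baseline fluorescence per well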
KCNQ1 block: human KCNQ1 channel inhibition; P51787; CHO-K1 KCNQ1, FluxOR thallium flux fluorescence; active compounds read high; B-score at 10 µM; actives 1.3% (n = 310,000);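 active = compounds whose thallium flux B-score, printed positive for inhibition, exceeds three library SD while starting fluorescence stays within three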;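 also: channel opened by potassium depolarization with thallium stimulus after 20 min compound exposure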
Target sequence (P51787 whole entry, looked up): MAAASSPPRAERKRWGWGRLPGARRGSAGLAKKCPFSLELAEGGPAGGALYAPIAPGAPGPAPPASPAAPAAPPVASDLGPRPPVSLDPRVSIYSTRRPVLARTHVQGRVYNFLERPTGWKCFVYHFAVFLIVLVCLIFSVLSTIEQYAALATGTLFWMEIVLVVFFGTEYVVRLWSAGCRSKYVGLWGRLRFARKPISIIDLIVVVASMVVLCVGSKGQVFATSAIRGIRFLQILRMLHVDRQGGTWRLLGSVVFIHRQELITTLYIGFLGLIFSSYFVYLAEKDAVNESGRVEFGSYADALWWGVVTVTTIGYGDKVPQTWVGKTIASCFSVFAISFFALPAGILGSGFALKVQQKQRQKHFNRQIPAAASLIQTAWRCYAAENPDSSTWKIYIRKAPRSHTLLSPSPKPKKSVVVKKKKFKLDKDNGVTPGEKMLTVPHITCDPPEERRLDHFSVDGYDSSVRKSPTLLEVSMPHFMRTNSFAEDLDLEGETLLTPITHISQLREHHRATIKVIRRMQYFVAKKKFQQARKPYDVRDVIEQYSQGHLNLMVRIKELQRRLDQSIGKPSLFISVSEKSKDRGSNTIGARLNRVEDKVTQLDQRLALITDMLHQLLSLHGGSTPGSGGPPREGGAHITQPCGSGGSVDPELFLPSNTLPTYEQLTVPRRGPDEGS
KCNQ1 act: potentiates or activates the human KCNQ1 potassium channel; P51787; CHO-K1 KCNQ1, thallium flux FluxOR fluorescence; active compounds read high; B-score at 10 µM; actives 0.35% (n = 310,000); AID 2648;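 active = fluorescence ratio B-score, a plate-corrected score, at least three library SD, with initial intensity B-score within 5 SD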
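Medium – assay buffer, equal DMSO in all wells · Material – CHO-K1 cell line with stable KCNQ1 potassium channel expression · Signal – kinetic FluxOR thallium fluorescence, 10-s 1-Hz baseline, 110-s post-stimulus read · Compound – single concentration per compound, DMSO matched to controls · Schedule – 37 °C overnight plating, 90-min dark dye load, 20-min compound pretreatment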
MrgX1 PAM: allosterically activates human MrgX1 receptor signaling | AID 588675 | B-score at 10 µM | actives 0.63% (n = 310,000) | MrgX1-HEK293, Fluo-4 calcium flux, FDSS; active compounds read high;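 active = plate-corrected calcium response at least 3 library SD above typical, normal starting fluorescence, not activating the receptor alone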;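 also: compound read alongside a low EC10 to EC30 dose of BAM8-22 agonist; peak minus trough fluorescence over baseline measured at the second addition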
MrgX1 ag: activates human MrgX1 receptor signaling. Q96LB2. MrgX1-HEK293 cells, Fluo-4 calcium fluorescence, agonist mode; active compounds read high. B-score at 10 µM. actives 0.44% (n = 310,000);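 active = calcium response B-score plate-corrected fluorescence ratio at least 3 library SD, with starting fluorescence B-score inside 5 SD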
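Assay system: stable human MrgX1 HEK293 cell line. Quantity: 15,000 cells per well. Schedule: cells plated overnight, dye loaded 0.5 h 37 °C, 0.5 h room temperature. Detection: Fluo-4 NW calcium-flux fluorescence, kinetic read. Read-out basis: peak-minus-minimum fluorescence over baseline, converted to B scores. Control set: positive and negative control wells on each plate.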
KCNK9 inh: human KCNK9 channel inhibition | Q9NPC2 | HEK293 KCNK9, FluxOR thallium flux fluorescence; active compounds read low | B-score at 10 µM | actives 1.2% (n = 310,000) | AID 488922;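 active = ratio B-score over 3 SD below the library mean, with starting fluorescence within 5 SD of its mean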;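 also: negative B-score means less thallium flux so channel inhibition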
Starred values were filed as active, the others as inactive; i = inactive; / = not tested or not shown.

SMILES | hERG protect | KCNK3 block | TMEM16A act | RGS4 block | RGS4 act | ANO1 block | KCNQ1 block | KCNQ1 act | MrgX1 PAM | MrgX1 ag | KCNK9 inh
COc1ccc(C(=O)Oc2ccc(/C=N/NC(=O)c3ccccc3OC)cc2[N+](=O)[O-])cc1 | -4 | i | i | i | i | i | i | i | i | i | i
CC1=C(C(=O)Nc2ccccc2C(=O)NCCCOC(C)C)SCCO1 | -5 | i | i | i | i | i | i | i | i | i | i
C/C(=N\Nc1ccc(Cl)c(C(=O)O)c1)c1cc2ccccc2o1 | -2 | i | i | i | i | i | i | i | i | i | i
COCCCNCCOCCOc1ccc(C)cc1[N+](=O)[O-] | -8 | i | i | i | i | i | i | i | i | i | i
CC(Nc1nc(N2CCN(CCO)CC2)nc2ccccc12)c1ccccc1 (stereo not drawn) | -12 | i | i | i | i | i | i | i | i | i | i
CC1CC(=O)C2=C(C1)Nc1ccccc1N=C2 (stereo not drawn) | -5 | i | i | i | i | i | i | i | i | i | i
COc1ccc(NS(=O)(=O)c2cccc(C(=O)N/N=C(\C)c3ccncc3)c2)cc1 | -12 | i | i | i | i | i | i | i | i | i | i
Cc1ccc(N2CCN(C(=S)Nc3ccccc3C)CC2)cc1 | -6 | i | i | i | i | i | i | i | i | i | i
Cc1ccc(C(=O)NCc2ccco2)cc1[N+](=O)[O-] | -10 | i | i | i | i | i | i | i | i | i | i
CCOC(=O)Cc1nnc2c(Nc3ccccc3F)nc3nonc3n12 | -7 | i | i | i | i | i | i | i | i | i | i
C[N+]1(CC(=O)OCCCC2CCCCC2)CCCC1 | -12 | i | i | i | i | i | i | i | i | i | i
CC1(C)N=C(N)NC(Nc2ccc(Br)cc2)=N1 | -6 | i | i | i | i | i | i | i | i | i | i
Cc1ccc(CN2CCN(CC(=O)NCCCN3CCN(c4ccc(F)cc4)CC3)C2=O)cc1 | -14 | i | i | i | i | i | i | i | i | i | i
CCCC(C(=O)NCCC(C)C)N(Cc1ccc(OC)cc1)C(=O)c1snc(C(N)=O)c1N (stereo not drawn) | -11 | i | i | i | i | i | i | i | i | i | i
O=C(COC(=O)Cc1ccccc1[N+](=O)[O-])NCc1ccccc1Cl | -12 | i | i | i | i | i | i | i | i | i | i
NNC(=O)C1CC(O)CN1S(=O)(=O)c1ccc(Cl)cc1 (stereo not drawn) | 0 | i | i | i | i | i | i | i | i | i | i
COC(=O)/C=C/C(=O)NCc1ccco1 | -7 | i | i | i | i | i | i | i | i | i | i
CC(=O)N1CCN(C(=S)c2ccc([N+](=O)[O-])cc2)CC1 | -5 | i | i | i | i | i | i | i | i | i | i
CCN(CC(=O)Nc1ccc(S(N)(=O)=O)cc1)S(=O)(=O)c1cc(C)ccc1OC | -5 | i | i | i | i | i | i | i | i | i | i
CC1(C)CC(=O)C(CCC(=O)c2ccccc2)C(C)(C)N1 (stereo not drawn) | -4 | i | i | i | i | 25* | i | i | i | i | i
CC(=O)n1cc([C@H]2C=C(C(=O)NCc3ccccc3)O[C@@H](OCc3ccc(CO)cc3)C2)c2ccccc21 | -10 | i | i | i | i | i | i | i | i | i | i
Cc1cc(C(=O)COC(=O)CC2Sc3ccccc3NC2=O)c(C)n1-c1ccc(Br)cc1 (stereo not drawn) | -6 | i | i | i | i | i | i | i | i | i | i
COc1ccc2cc(C(=O)C3CCCN(C(=O)C4=NN(C)C(=O)CC4)C3)ccc2c1 (stereo not drawn) | -5 | i | i | i | i | i | i | i | i | i | i
O=C(Oc1ccc2c(c1)OCO2)C12CC3CC(CC(C3)C1)C2 | -8 | i | i | i | i | i | i | i | i | i | i
COc1ccc(-c2nc3n(c(=O)c2C#N)CCS3)c(OC)c1 | -8 | i | i | i | i | i | i | i | i | i | i
COc1ccccc1NC(=O)CSCC(=O)N1c2ccccc2CCc2ccccc21 | -10 | i | i | i | i | i | i | i | i | i | -7.1*
COc1ccc(CCNC(=O)COc2nncc3ccccc23)cc1 | -20 | i | i | i | i | i | i | i | i | i | i
CC(=O)Nc1ccc(NC(=O)CSc2nnc(-c3ccco3)o2)cc1 | -4 | i | i | i | i | i | i | i | i | i | i
COc1cc2c(cc1OC)CN(CCC(=O)c1ccc(Br)cc1)CC2 | -30 | i | i | 21* | i | i | i | i | i | i | i
O=C(COc1ncnc2ccccc12)NCCc1ccccc1 | 1 | i | i | i | i | i | i | i | i | i | i
Cc1ccc(C(=O)N2CCN(c3ccccn3)CC2)cc1 | 1 | i | i | i | i | i | i | i | i | i | i
COc1ccc(Cl)cc1-n1c(N)c(C(N)=O)sc1=S | -14 | i | i | i | i | i | i | i | i | i | i
CCOCC(=O)Nc1nnc(C2CCCCC2)s1 | -7 | i | i | i | i | i | i | i | i | i | i
COc1cc(Cl)ccc1OCc1cc(C(=O)N2CCN(c3ccccn3)CC2)no1 | -11 | i | i | i | i | i | i | i | i | i | i
Brc1ccc(-c2nc(-c3ccccn3)no2)o1 | -5 | i | i | i | i | i | i | i | i | i | i
COCCCNC(=O)c1cc(C(=O)c2ccccc2Br)c[nH]1 | -2 | i | i | i | i | i | i | i | i | i | i
COC(=O)C1=C(NC(=O)c2cccc(OC)c2)CCS1 | -5 | i | i | i | i | i | i | i | i | i | i
O=C(c1ccccc1)N1CCN(c2ccc(N3CCOCC3)nn2)CC1 | -12 | i | i | i | i | i | i | i | i | i | i
COCCn1c(SC(C)C(=O)Nc2ccc(N3CCOCC3)cc2)nnc1-c1ccncc1 (stereo not drawn) | -12 | i | i | i | i | i | i | i | i | i | i
CCn1ncc(Br)c1C(=O)Nc1ccccc1C(F)(F)F | -3 | i | i | i | i | i | i | i | i | i | i
O=C1CN(c2nnnn2-c2ccccc2)CCN1 | / | i | i | / | / | i | / | / | i | i | /
COCCN1C(=O)c2oc3cc(C)c(C)cc3c(=O)c2C1c1cccc(O)c1 (stereo not drawn) | -8 | i | i | i | i | i | i | i | i | i | i
CCOC(=O)c1sc(N)c(C#N)c1COC(=O)CNC(=O)c1cc(OC)c(OC)c(OC)c1 | -20 | i | i | i | i | i | i | i | i | i | i
O=C(Nc1cccc(Cl)c1)N1CCC(CO)(CCOc2ccccc2)CC1 | -14 | i | i | i | i | i | i | i | i | i | i
Cc1cnc(NC(=O)Cc2cccs2)s1 | -19 | i | i | i | i | i | i | i | i | i | i
Cc1csc(NC(=O)C2CCCO2)n1 (stereo not drawn) | -19 | i | i | i | i | i | i | i | i | i | i
Cc1ccc(S(=O)(=O)N/N=C\c2ccc([N+](=O)[O-])o2)cc1 | -4 | i | i | i | i | i | i | i | i | i | i
O=C(NCc1ccccc1Cl)c1cccc(OC2CCN(C(=O)C3CC3)CC2)c1 | -18 | i | i | i | i | i | i | i | i | i | i
CCc1nc(SCC(=O)Nc2ccc(F)cc2)c2c(=O)n(C)c(=O)n(C)c2n1 | -8 | i | i | i | i | i | i | i | i | i | i
COC(=O)C1=CN(Cc2cccs2)C=C(C(=O)OC)C1c1cccc(Cl)c1 | -12 | i | i | i | i | i | i | i | i | i | -7.9*
CCCc1nc2oc(C(=O)c3ccccc3)c(N)c2c2c1COC(C)(C)C2 | -4 | i | i | i | i | i | i | i | i | i | i
CCCC(=O)Nc1ccc(C=C(C(C)=O)C(C)=O)cc1 | -3 | i | i | 16* | i | i | i | i | i | i | i
C/C=C/C(=O)Nc1cccc(C2=NOC3(C2)C[C@@H](C(N)=O)N(C(=O)c2cc([N+](=O)[O-])cc([N+](=O)[O-])c2)C3)c1 (stereo partly drawn) | -1 | i | i | i | i | i | i | i | i | i | i
O=C(CSc1nnc(-c2ccccc2)n1-c1ccccc1)c1ccc[nH]1 | -2 | i | i | i | i | i | i | i | i | i | i
C=CCn1c(SCc2nc3ccccc3nc2C)nnc1-c1ccoc1C | -8 | i | i | i | i | i | i | i | i | i | i
O=C(COc1ccc(Cl)cc1Cl)NC(=S)Nc1ccccc1C(=O)O | -2 | / | / | i | i | 25* | i | i | i | i | i
O=C(/C=C/c1cccc([N+](=O)[O-])c1)N1CCN(S(=O)(=O)c2cccs2)CC1 | -3 | i | i | i | i | i | i | i | i | i | i
O=C(CCc1nnc(C2CCCCC2)o1)N1CCN(C2CCCCC2)CC1 | -3 | i | i | i | i | i | i | i | i | i | i
O=C(CS(=O)(=O)Cc1ccccc1)Nc1ccc(Br)cc1F | -4 | i | i | i | i | i | i | i | i | i | i

Fetched by compound from above:
SMILES | hERG protect | KCNK3 block | TMEM16A act | RGS4 block | RGS4 act | ANO1 block | KCNQ1 block | KCNQ1 act | MrgX1 PAM | MrgX1 ag | KCNK9 inh
O=C(NCc1ccccc1Cl)c1cccc(OC2CCN(C(=O)C3CC3)CC2)c1 | -18 | i | i | i | i | i | i | i | i | i | i
Cc1ccc(S(=O)(=O)N/N=C\c2ccc([N+](=O)[O-])o2)cc1 | -4 | i | i | i | i | i | i | i | i | i | i
O=C(/C=C/c1cccc([N+](=O)[O-])c1)N1CCN(S(=O)(=O)c2cccs2)CC1 | -3 | i | i | i | i | i | i | i | i | i | i
CCCc1nc2oc(C(=O)c3ccccc3)c(N)c2c2c1COC(C)(C)C2 | -4 | i | i | i | i | i | i | i | i | i | i

An excerpt from above, showing only KCNK3 block, RGS4 block and hERG protect:
mol	KCNK3 block	RGS4 block	hERG protect
O=C(NCc1ccccc1Cl)c1cccc(OC2CCN(C(=O)C3CC3)CC2)c1	i	i	-18
CCc1nc(SCC(=O)Nc2ccc(F)cc2)c2c(=O)n(C)c(=O)n(C)c2n1	i	i	-8
COC(=O)C1=CN(Cc2cccs2)C=C(C(=O)OC)C1c1cccc(Cl)c1	i	i	-12
CCCc1nc2oc(C(=O)c3ccccc3)c(N)c2c2c1COC(C)(C)C2	i	i	-4
